Source: PubChem BioAssay (several laboratories)
RAM network inh – yeast RAM network inhibition; S. cerevisiae dse1pr::URA3 reporter, 5-FOA growth OD615, 2 d; analog-sensitive cbk1-as2 kinase mutant strain; inhibition, % at 50 µM; hit rate 1.8% among 190,000; AID 868;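 active = inhibition above a set limit, 3 SD over mean compound inhibition, cut at about 8.4% in these data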;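 also: 0% = DMSO-only wells with no growth and 100% = 10 µM 1-NA-PP1 full growth; inhibition rescues growth on 5-FOA so higher OD means more RAM inhibition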
TNAP act hi DEA – increases human TNAP activity under high phosphate acceptor concentration; activation factor at 20 µM; purified TNAP, CDP-star luminescence, 1 M DEA, 30 min; stronger effect = higher value; 0 = EDTA background, 1 = DMSO-only activity; AID 1136; 200,000 tested, under 10 active;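 active = activation factor at least 2 at 20 µM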
Target sequence (P05186 whole entry, looked up): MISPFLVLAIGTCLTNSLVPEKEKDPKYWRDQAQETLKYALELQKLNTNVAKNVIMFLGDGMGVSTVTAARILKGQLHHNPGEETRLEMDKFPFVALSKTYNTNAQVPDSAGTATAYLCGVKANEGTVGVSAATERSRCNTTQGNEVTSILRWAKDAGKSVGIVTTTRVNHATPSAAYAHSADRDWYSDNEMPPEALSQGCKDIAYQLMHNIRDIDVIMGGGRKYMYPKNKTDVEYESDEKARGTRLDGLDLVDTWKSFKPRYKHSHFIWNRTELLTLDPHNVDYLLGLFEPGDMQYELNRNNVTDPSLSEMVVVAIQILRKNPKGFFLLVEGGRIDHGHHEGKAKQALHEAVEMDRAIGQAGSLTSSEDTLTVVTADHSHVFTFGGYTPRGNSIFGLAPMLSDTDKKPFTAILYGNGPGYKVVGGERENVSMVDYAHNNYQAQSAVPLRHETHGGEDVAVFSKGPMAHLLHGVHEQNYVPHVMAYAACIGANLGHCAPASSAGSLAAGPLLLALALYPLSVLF
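Control set: EDTA negative control, DMSO positive control / Assay system: human TNAP / Quantity: TNAP 1/800 final / Evaluation: TNAP activation factor scaled between EDTA and DMSO control wells / Measured by: luminescent substrate turnover signal / Compound dosing: one dose, 20 µM / Times: 30 min enzyme reaction at room temperature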
TNAP inh hi DEA – TNAP (human) inhibition, high acceptor | P05186 | purified TNAP, CDP-star luminescence, 1 M DEA | inhibition, % at 20 µM | hit rate 0.03% among 200,000;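 active = over 50% inhibition of tissue-nonspecific alkaline phosphatase at 20 µM in the single-dose screen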;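 also: plate controls were DMSO wells for no effect and EDTA-quenched wells as full inhibition for full effect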
L major viab – reduces viability of Leishmania major promastigotes. resazurin fluorescence viability. hit rate 9% among 200,000. inhibition, % at 10 µM. AID 1063; in the data active = inhibition above about 50%;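 also: promastigotes grown with compound for 44 hours at 28 °C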
bIAP act – increases bovine intestinal alkaline phosphatase activity; purified bovine IAP, CDP-star luminescence, 30 min; stronger effect = higher value; fold of DMSO-control signal, blank-subtracted; activation factor at 20 µM; hit rate 0.17% among 200,000;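 active = activation factor of 2 or more at 20 µM, a signal rise over negative controls twice the positive control's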
FLuc act counter – firefly luciferase counter-screen for stimulation assays; P08659; ATPlite luciferase biochemical, luminescence, 10 min; 0 = ATP-free wells, 1 = DMSO control; activation factor at 10 µM; 200,000 tested, under 10 active; AID 1027;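 active = luciferase activation factor, scaled between plate controls, of at least 2 with compound at 10 µM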
Target sequence (P08659 whole entry, looked up): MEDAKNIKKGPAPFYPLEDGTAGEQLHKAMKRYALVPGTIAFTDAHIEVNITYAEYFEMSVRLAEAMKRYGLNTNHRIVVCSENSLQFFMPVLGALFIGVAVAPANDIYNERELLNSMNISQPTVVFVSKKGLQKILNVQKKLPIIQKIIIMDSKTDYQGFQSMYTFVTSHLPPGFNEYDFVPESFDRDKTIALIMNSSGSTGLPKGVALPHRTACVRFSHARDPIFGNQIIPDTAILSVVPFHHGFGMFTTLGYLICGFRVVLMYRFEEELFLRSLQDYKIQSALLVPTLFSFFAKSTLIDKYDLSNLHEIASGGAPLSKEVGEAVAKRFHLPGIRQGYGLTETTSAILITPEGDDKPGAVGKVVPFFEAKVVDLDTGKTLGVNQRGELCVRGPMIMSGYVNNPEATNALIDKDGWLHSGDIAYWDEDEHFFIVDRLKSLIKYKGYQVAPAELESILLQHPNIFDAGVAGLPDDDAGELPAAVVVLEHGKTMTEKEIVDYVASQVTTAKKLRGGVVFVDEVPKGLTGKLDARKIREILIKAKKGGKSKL
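Material: Luciferase/luciferin reagent mix; Doses: test compounds dosed from 2 mM stocks in 100% DMSO; Schedule: 10 min incubation after luciferase reagent addition, room temperature; Measured by: luminescence from luciferase reaction; Read-out: luminescence gain marking luciferase activators.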
APP transl inh – APP translation inhibition; SH-SY5Y APP 5'UTR-luciferase reporter, luminescence; inhibition, % at 2 µM; hit rate 0.82% among 190,000; AID 1285;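 active = inhibition above a set limit, derived from the sample mean plus 3 SD, cut at about 45% in these data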; also: values of inactives mirror those of a sister screen read the other way
bIAP inh – blocks bovine intestinal alkaline phosphatase activity. AID 1019. inhibition, % at 20 µM. purified bovine IAP, CDP-star luminescence, 30 min. 190,000 tested, under 10 active;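 active = over 50% inhibition of intestinal alkaline phosphatase at 20 µM in the single-dose screen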
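Assay system – bovine IAP enzyme · Quantity – bovine IAP at 1/65,000,000 final dilution · Detection – CDP-star luminescence signal · Times – 30 min reaction at room temperature · Also added – CDP-star substrate at 30 µM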
FLuc inh counter – counter-screen for luciferase assay inhibitors: firefly luciferase inhibition; P08659; ATPLite firefly luciferase biochemical luminescence, 10 min; inhibition, % at 10 µM; hit rate 1.5% among 200,000; AID 1006;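 active = inhibition above about 50% when tested at 10 µM, limit read from the data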
TNAP inh noacc – inhibitors of human TNAP without phosphate acceptor; AID 1012; hit rate 0.26% among 200,000; purified TNAP, CDP-star luminescence, 30 min; inhibition, % at 20 µM; P05186;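 active = tissue-nonspecific alkaline phosphatase inhibition above about 50% at 20 µM in the single-dose screen, limit read from the data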;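 also: 0% = DMSO negative control and 100% = EDTA positive control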
The depositor's hits bear a star; / = not tested or not shown.

SMILES	RAM network inh	TNAP act hi DEA	TNAP inh hi DEA	L major viab	bIAP act	FLuc act counter	APP transl inh	bIAP inh	FLuc inh counter	TNAP inh noacc
CCOC(=O)CCCCNCc1ccccc1	1.1	1	-4	-8	0.9	1	19	9	-2	-3
CCc1nc2ccccc2c(C(=O)NCc2ccccc2)c1C	0.4	1.1	-5	0	1	1	-5	-5	0	-6
Cc1cc(OCCCn2ccnc2)ccc1C(C)C	-0.8	1	1	99*	0.8	1	-10	19	0	4
O=C1Nc2ccccc2C(O)(C(=O)NCc2ccco2)N1c1ccccc1 (stereo not given)	-0.6	1	-4	-9	1	1.1	-7	5	-8	-13
CO/N=C(/CS(=O)c1ccc(Br)cc1)c1ccc(OC)cc1 (stereo not given)	0.8	1	2	7	0.9	1	5	12	-2	-14
CCOCCCNC(=O)c1c(C)c(C(=O)OCC)n(C)c1C	-0.5	1	-2	0	1	1.1	10	2	-9	-13
OC(c1cccnc1)c1cccs1 (stereo not given)	0.0	1.1	-7	-5	1	1	-8	5	-4	-13
O=C(Nc1ccc(Cl)cn1)C1CCCN1S(=O)(=O)c1cccc2ccccc12 (stereo not given)	2.7	1.1	-6	1	0.9	1.1	1	12	-10	18
O=C(/C=C/c1ccccc1)NCc1ccco1	0.4	1.1	-6	-4	1	1	-6	-2	4	-9
CCOC(=O)C1=C(C)N(C)C(=O)NC1c1cc2c(cc1[N+](=O)[O-])OCO2 (stereo not given)	1.9	0.9	5	9	0.9	1	-5	14	-3	-4
CC(=O)Nc1ccc(S(=O)(=O)N2CCN(C(=O)N3CCCCCC3)CC2)cc1	-0.6	1	-2	-10	1	1.1	-20	3	-6	-12
CCOC(=O)c1c(C)nc(C)c(C(=O)OCC)c1-c1ccc(Br)cc1	1.9	1	-2	-5	0.3	1.1	-2	/	-8	-1
CCCCCc1c(O)nc(SCC(=O)NCC2CCCO2)[nH]c1=O (stereo not given)	0.6	1	-4	-2	0.9	1.1	6	11	-7	-7
O=S(=O)(Cc1ccccc1)Nc1ccc(Br)cn1	0.8	1.1	-6	-7	1	1.1	-9	1	-7	-12
Cc1cc(C)cc(NC(=S)N(Cc2ccc(Cl)cc2)Cc2ccc(C(=O)O)cc2)c1	3.4	1	-2	2	1	1.1	4	-4	-6	-8
N#CC(C(=O)Nc1ccccc1)=C1Nc2ccccc2N1	4.7	1	-3	15	1	0.9	3	0	8	-8
Cn1c(=O)c2c(nc(N3CCCC3)n2CC(O)CO)n(C)c1=O (stereo not given)	-0.2	1	-5	1	1	1.1	7	3	-7	-4
CCOc1ccc(-c2c(C#N)c(N)nc3c2c(=O)n(C)c(=O)n3C)cc1OC	2.4	1.1	-8	-2	0.9	1.2	-11	7	-18	-7
Cc1nn(C(C)C(=O)N2CCOCC2)c(C)c1[N+](=O)[O-] (stereo not given)	-0.4	1	0	-5	1.2	1	15	-17	-5	-26
COc1ccc(C2/C(=C(/O)c3ccc(OC(C)C)cc3)C(=O)C(=O)N2CCCN2CCOCC2)cc1 (stereo not given)	0.3	1	-1	-2	0.9	1	11	10	-3	-3
Cc1c(NC(=O)CSc2nnc(N)s2)c(=O)n(-c2ccccc2)n1C	0.2	1	3	-8	1.1	1	6	-8	-3	-12
CCC(C(=O)OC)(C(=O)OC)c1ccc([N+](=O)[O-])cc1	0.7	1	-2	-12	1.2	1	-1	-15	-5	4
CCN(CC)C(=O)C(=O)Nc1ccc(Oc2ccccc2)cc1	0.1	1	-2	-6	1.2	0.9	4	-23	6	3
COc1cc2[nH]c(=S)nc(NC3CCCCCC3)c2cc1OC	1.9	1	0	-1	1.1	1	0	-12	-2	-6
COc1ccc(C(=O)C2CCN(C(=O)c3ccco3)CC2)cc1	-0.5	1	-2	-12	1	1	-2	1	-2	-8
SMILES	RAM network inh	TNAP act hi DEA	TNAP inh hi DEA	L major viab	bIAP act	FLuc act counter	APP transl inh	bIAP inh	FLuc inh counter	TNAP inh noacc
O=C(Cn1cc(C(=O)c2ccco2)c2ccccc21)Nc1ccccc1	2.1	1	-1	1	0.9	1.1	4	12	-9	-6
CCOc1ccc(NC(=O)c2nnn(CC(=O)Nc3ccccc3OCC)c2N)cc1	4.7	1	1	3	0.9	0.8	-2	6	18	-10
N#CCSCC(=O)Nc1ccccc1	2.0	1	-2	-11	1	1	-27	0	-1	-7
O=c1[nH]cnc2c1N=C(c1cccc([N+](=O)[O-])c1)CC(c1ccccc1)N2 (stereo not given)	0.6	1.1	-6	-8	1.3	1	-7	-26	-1	0
O=C(Nc1ncccc1Cl)c1ccccc1F	-0.3	1	-3	72*	0.9	1	-20	9	1	-8
C=CCN(CC=C)S(=O)(=O)c1ncn[nH]1	3.0	1	-2	-5	1	1	14	0	-4	-8
O=C(CSc1nnnn1-c1ccccc1F)Nc1nc2ccccc2s1	5.7	1.1	-5	-3	1	1	10	1	-1	-2
O=C(CSc1nnc(-c2ccco2)n1-c1ccccc1)NCc1ccco1	2.1	1	0	0	1	1.1	-4	-4	-6	2
CCOc1ccc(N2C(=O)/C(=C/c3ccc(C)o3)N(C)C2=S)cc1	7.8	1	4	48	1	1.1	7	2	-6	-9
CC1=C(C(=O)N(C)Cc2ccccc2)C2(CCC(C)CC2)OC1=O (stereo not given)	0.6	1.1	-5	32	0.8	1.1	17	15	-6	-9
COc1ccccc1NS(=O)(=O)c1cccc(C(=O)N/N=C/c2ccc3c(c2)OCCO3)c1	1.8	1	2	-5	1.1	1	-6	-11	3	-16
COc1cccc(N(CC(=O)N2CCN(c3ccccc3OC)CC2)S(C)(=O)=O)c1	-0.6	1	-4	-3	1	1.1	-9	3	-8	-10
C=CCN1C(=O)/C(=C/c2ccc(O)cc2)S/C1=N/c1nccs1	4.0	0.6	36	3	0.9	1	1	8	0	23
CCn1c(-c2cccnc2Cl)nc2ccccc21	-0.2	1	-1	0	0.9	1.1	3	12	-7	-12
COc1ccc(S(=O)(=O)N(C)CC(=O)NCc2cccnc2)cc1C	-0.1	1	-2	-4	0.9	1	14	12	-2	-10
CCCc1nc2ccccc2c(=O)n1/N=C/c1ccc(O)cc1O	1.9	1.1	-6	-4	1	1	12	-3	0	-14
COc1ccccc1-c1c(C)[nH]n2c(=O)c(Cc3ccccc3)c(C)nc12	6.4	1.1	-6	15	0.9	1	17	12	-4	-7
O=C(CSc1nc(C2CC2)nc2ccccc12)Nc1ccc2c(c1)OCCO2	2.6	1	0	7	0.9	1	0	5	-3	-9
C/C(=N\NC(=O)CSCc1ccc([N+](=O)[O-])cc1)c1ccccc1O	1.2	1	-4	-9	1	1.1	-6	-4	-6	-1
N#C/C(=C\c1ccccc1)C(=O)NCCN1CCOCC1	2.7	1	-1	-1	1	1	23	-1	-1	-1
Cc1cc(C(F)(F)F)n2ncc(-c3ccc(F)cc3)c2n1	2.9	1	-3	-1	0.9	1.1	8	14	-9	3
O=C(c1ccco1)N1CCN(c2ccnc3cc(Cl)ccc23)CC1	1.6	1.1	-5	30	1	1.1	-8	3	-5	-12
Cc1cccc(NC(=S)N=Nc2c(O)n(CN3CCOCC3)c3ccccc23)c1C	4.3	0.9	12	96*	1.1	1	22	-6	-2	8
CC(C)NC(=O)NC(=O)COC(=O)Cc1ccsc1	2.7	1	-2	-4	1	1	-4	4	-2	-3
CCOC(=O)c1sc(Nc2ccc(C)cc2C)nc1C	2.1	1	1	6	0.9	1	26	9	0	-3
SMILES	RAM network inh	TNAP act hi DEA	TNAP inh hi DEA	L major viab	bIAP act	FLuc act counter	APP transl inh	bIAP inh	FLuc inh counter	TNAP inh noacc
O=C(Cc1ccccc1)Nc1ccc(NC(=O)c2cccs2)cc1	1.2	1.1	-6	-6	1	1	-34	0	-2	-12
Cc1ccc(C(=O)NC2CCCCCC2)cc1N1CCCC1=O	2.3	1	0	-1	1	1	-5	2	4	-8
Cc1ccc(C(=O)Nc2ccc(S(=O)(=O)NCc3ccco3)cc2)cc1	4.0	1	0	-3	1	1	-13	-5	2	0
Cc1ccc(C(=O)N2CCN(c3ncccn3)CC2)cc1S(=O)(=O)N1CCCCC1	-0.5	1	0	59*	1	1	1	-4	-4	8
COc1cccc(CNC(=O)Cc2csc(Nc3nc(=S)[nH]c4ccccc34)n2)c1	6.0	1	1	2	1.1	1.1	11	-8	-7	-33
CCOC(=O)C1CCN(C(=O)c2ccc(Cl)c(Cl)c2)CC1	0.0	1	-1	-6	1	1	-13	0	1	-6
O=C1C(c2ccncc2)N(CCC2=CCCCC2)C(=O)CN1C1CCCCC1 (stereo not given)	3.3	1.1	-7	12	1	1.1	-4	-3	-8	-13
CCOC(=O)Cn1c(C)cc(=O)c2ccccc21	1.8	1	-5	-3	0.9	1.1	-17	6	-5	-11
O=C(OCCN=C1NS(=O)(=O)c2ccccc21)C1CC(=O)N(c2ccc(Cl)cc2)C1 (stereo not given)	0.8	1.1	-8	-5	1	1.1	7	4	-9	-16
CN(C)S(=O)(=O)c1ccc(N2CCCC2)c(C(=O)Nc2nc3ccccc3s2)c1	4.1	1.1	-6	2	1	1	-13	1	-4	-10
COC(=O)c1sc(N)c(C(=O)OC)c1COC(=O)CNS(=O)(=O)c1ccc(C)c(C)c1	5.4	1	-1	34	1	1.1	-9	-4	-6	-4
CCOc1ccccc1N1CCN(C(=O)c2cc3c(s2)CCC3)CC1	0.1	1.1	-9	68*	1.1	1.1	2	-6	-13	-2
O=C(Nc1ccc(F)cc1)c1cc(Cl)sc1Cl	2.9	1	-2	14	0.9	1	-21	10	2	-8
O=c1c2cc(-c3ccccc3)sc2ncn1/N=C/c1ccco1	-0.4	1	0	0	0.9	0.9	-20	7	6	-2
COc1ccc(C(CNC(=O)Cn2[nH]c(=O)c3ccccc3c2=O)N2CCCC2)cc1 (stereo not given)	-0.3	1	-5	5	1.1	1	-6	-13	-1	-8
O=S(=O)(c1ccc(Cl)cc1)N1c2ccccc2Oc2nc3ccccc3nc21	1.5	1	-3	-3	1.1	1.1	-15	-12	-6	-13
Cc1nn(Cc2c(Cl)cccc2Cl)c(C)c1NC(=O)CCCn1nc(C)c([N+](=O)[O-])c1C	1.0	1	-1	66*	0.9	1	-17	10	0	-12
CCN(CC(N)=O)S(=O)(=O)c1ccc(Br)cc1	-0.2	1	-2	-3	0.9	1	15	8	-2	-11

Record cards, from the list above. Screens in order: RAM network inh, TNAP act hi DEA, TNAP inh hi DEA, L major viab, bIAP act, FLuc act counter, APP transl inh, bIAP inh, FLuc inh counter, TNAP inh noacc
`O=S(=O)(c1ccc(Cl)cc1)N1c2ccccc2Oc2nc3ccccc3nc21` is listed as 1.5, 1, -3, -3, 1.1, 1.1, -15, -12, -6, -13
`CCOC(=O)Cn1c(C)cc(=O)c2ccccc21` is listed as 1.8, 1, -5, -3, 0.9, 1.1, -17, 6, -5, -11
`COc1cccc(CNC(=O)Cc2csc(Nc3nc(=S)[nH]c4ccccc34)n2)c1` is listed as 6.0, 1, 1, 2, 1.1, 1.1, 11, -8, -7, -33
